# Source: PubChem
# miR-122 sensor: miR-122 Renilla sensor signal increase in Huh7, primary screen, miR-122 inhibitor project, cell-based, single point, plate reader; Huh7 miR-122 Renilla luciferase sensor, 48 h; neutral wells = 0, positive control = 100; activation (reporter increase), % at 12.5 µM; 340,000 tested, 0.3% active;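 active = mean replicate activation score at least 90 and every replicate individually at or above 90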;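 note: higher luciferase means less miR-122 activity so hits act as miR-122 inhibitors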
# SIRT5 block: SIRT5 desuccinylase inhibitors, primary screen, biochemical, fluorescence imaging, single point, set 5; Purified SirT5, succinyl-peptide AMC, trypsin-coupled fluorescence; 330,000 tested, 1.1% active; inhibition, % at 15 µM; NAD-dependent protein deacylase sirtuin-5, mitochondrial (Homo sapiens), Q9NXA8; in the data active = inhibition above about 15%
# Target sequence (Q9NXA8 whole entry, looked up): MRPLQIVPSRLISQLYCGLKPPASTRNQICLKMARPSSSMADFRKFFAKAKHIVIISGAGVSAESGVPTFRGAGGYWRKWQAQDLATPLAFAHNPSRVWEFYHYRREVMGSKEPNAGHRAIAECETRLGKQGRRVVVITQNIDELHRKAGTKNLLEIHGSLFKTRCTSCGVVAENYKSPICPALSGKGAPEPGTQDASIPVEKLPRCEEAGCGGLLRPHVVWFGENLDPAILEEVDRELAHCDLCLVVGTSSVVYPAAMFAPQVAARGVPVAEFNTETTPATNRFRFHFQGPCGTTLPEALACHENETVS
# Statin myotox sup: suppressors of statin myotoxicity in C2C12 myotubes, primary screen, cell-based, single point, plate reader. C2C12 myotubes + simvastatin, ATP luminescence, 48 h; scaled: DMSO 0, geranylgeraniol control 100. AID 602340, 2012. rescue of ATP level, % at 7.49 µM. 330,000 tested, 0.78% active;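 active = mean ATP rescue above about 67%, or every replicate alone reaching that limit, limit read from the data, passing the limit was not always enough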;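 note: myotubes were challenged with 10 µM simvastatin during compound exposure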
# ARNT TACC3 PPI: disruptors of ARNT/TACC3 protein interaction, primary screen, biochemical, AlphaScreen, single concentration. inhibition, % at 9.99 µM. AlphaScreen His-ARNT PAS-B/GST-TACC3 binding, luminescence; TACC3 fragment carries E629A point mutation. 390,000 tested, 0.66% active. Transforming acidic coiled-coil-containing protein 3 (Homo sapiens), Q9Y6A5. AID 623870, 2012;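 active = mean inhibition of replicates at least 50% and at least half of replicates each reaching 50%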;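 note: 0% = complete ARNT plus TACC3 wells and 100% = ARNT alone without TACC3; many hits fall short of the cut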
# esBAF inh: Bmi1 luciferase reporter increase in mESCs, primary screen, esBAF inhibitor project, mouse ES cells, Bmi1 luciferase knock-in, single point; reporter increase, % at 12.5 µM; 24 h; 100% = twice the neutral-well signal; 350,000 tested, 2% active; in the data active = activation above about 40%;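 note: 0% = median of the plate's neutral control wells and 100% = double that signal; a rise in the Bmi1 reporter signal indicates esBAF inhibition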
# Cneo AK release: Cryptococcus neoformans cell lysis inducers, primary screen, AK release luminescence, single concentration | C. neoformans lysis, adenylate kinase release luminescence, 4 h; normalised: neutral wells 0, clomiphene wells 100 | AID 651654, 2012 | 360,000 tested, 0.2% active | lysis activity, % at 15 µM;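 active = mean lysis activity across replicates of at least 80%, whatever share of replicates individually reach that level; inactive = mean lysis activity below 80%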
#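 Assay system: Cryptococcus neoformans yeast cells / Dosing: single-point compound dose / Timing: 4 h at 37 °C static, read 1 h later / Measured by: luminescence of released adenylate kinase using an AK detection reagent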
# ERp5 block: inhibitors of ERp5-driven insulin aggregation, primary screen, biochemical, turbidity, absorbance 650 nm, single point; 350,000 tested, 0.05% active; 90 min; AID 651711, 2012; inhibition, % at 9.99 µM; Protein disulfide-isomerase A6 (Homo sapiens), Q15084;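 active = mean replicate inhibition above about 25%, with every replicate also reaching it, limit read from the data, passing the limit was not always enough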
# Target sequence (Q15084 whole entry, looked up): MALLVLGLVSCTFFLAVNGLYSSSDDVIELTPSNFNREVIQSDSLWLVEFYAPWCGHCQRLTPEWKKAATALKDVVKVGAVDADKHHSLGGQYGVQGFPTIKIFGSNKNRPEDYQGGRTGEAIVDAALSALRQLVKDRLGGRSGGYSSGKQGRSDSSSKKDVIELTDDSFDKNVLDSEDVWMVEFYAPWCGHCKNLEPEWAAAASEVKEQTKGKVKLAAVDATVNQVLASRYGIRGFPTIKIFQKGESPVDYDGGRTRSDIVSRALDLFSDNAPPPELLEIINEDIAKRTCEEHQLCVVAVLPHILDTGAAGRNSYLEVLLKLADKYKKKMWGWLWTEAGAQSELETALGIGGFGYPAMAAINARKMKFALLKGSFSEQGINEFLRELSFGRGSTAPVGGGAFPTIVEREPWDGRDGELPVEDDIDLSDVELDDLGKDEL
# An asterisk follows results filed as active; . = not tested or not shown; & = joins results of further samples; [ ] = another dose, or the depositor's remark. This is a random part of the collection (roughly 4% active in at least one column).
canonical_smiles	ERp5 block	Statin myotox sup	esBAF inh	miR-122 sensor	SIRT5 block	Cneo AK release	ARNT TACC3 PPI
CCOc1ccc(CNC(=O)c2ccc(Sc3ccc(C)cc3)c(NC(C)=O)c2)cc1OC	4	.	.	.	-1	.	-3
O=C(Cn1nnc2c(cnn2-c2ccc(F)cc2)c1=O)c1ccccc1F	.	9	-4	-4	.	0	-5
CCNC(=O)[C@@H]1[C@@H](CO)[C@@H]2Cn3c(ccc(C4=CCCCC4)c3=O)[C@H]1N2Cc1ccncc1	1	-7	-7	-5[16.7 µM]	-22	2	-2
C[C@H](CO)N1C[C@H](C)[C@@H](CN(C)C(=O)Nc2ccc(C(F)(F)F)cc2)OCCCC[C@H](C)Oc2ccc(NS(C)(=O)=O)cc2C1=O	-1	.	8	9[16.7 µM]	-1	1	1
CCOC(=O)CN(C#N)c1nc(N(C)C)nc(N(C)C)n1	6	4	1	1	12	0	-3
CCCNc1ncnc2ccc(Br)cc12	3	.	.	.	6	56	-6
C[C@H]1CN([C@@H](C)CO)S(=O)(=O)c2ccc(-c3cccc(C#N)c3)cc2O[C@H]1CN(C)Cc1ccccn1	-5	-6	-4	-6[16.7 µM]	0	0	0
COc1ccc(C(=O)NNC(=O)COc2ccc(Cl)cc2)c(OC)c1	3	5	-3	0	-11	0	5
COc1cc(O)c2c(=O)cc(-c3ccccc3)oc2c1	0	12	50*	-2	2	-2	-15
COC(=O)C1=C(C)N(Cc2ccco2)C(=O)/C1=C\c1ccc([N+](=O)[O-])cc1	1	17	-1	-10	3	-2	-3
CCS(=O)(=O)CCn1c([N+](=O)[O-])cnc1C	-5	9	0	-3	2	-1	-5
COc1ccc(N2CCN(C(=O)c3ccc(Cn4nc(C)c([N+](=O)[O-])c4C)o3)CC2)cc1	6	-5	-6	.	-4	-1	-17
CCN1CCN(C(=O)c2cc3cc([N+](=O)[O-])ccc3oc2=O)CC1	-2	1	-5	-3	1	.	-3
N#C/C(=C/c1ccccc1OCc1ccc(F)cc1)c1ccc(C(=O)O)cc1	0	-12	-4	-1	2	-2	-2
CN1C(=O)c2cc(NC(=O)Nc3ccccc3F)ccc2OC[C@H]2O[C@@H](CC(=O)O)CC[C@@H]21	.	16	-1	0[16.7 µM]	.	-1	0
CC(C)C#Cc1ccc2c(c1)O[C@@H](CN(C)Cc1ccccc1)[C@H](C)CN([C@H](C)CO)S2(=O)=O	1	-46	-5	2[16.7 µM]	0	70	31
CC(C)(C)c1ccc(C(=O)CCCSC2=C(C#N)C(c3ccco3)C3=C(CCCC3=O)N2)cc1 (stereo unspecified)	.	-92	2	29	.	-2	-1
Cc1ccc2nc(N3CCN(Cc4ccc(F)cc4)C3=O)c(C)cc2c1	.	-7	0	1	.	2	-5
C1=C\CCC2(OCCO2)C2(CC/1)OCCO2	3	-1	-1	3	0	-1	.
O=C(CSc1nnnn1C1CCCC1)Nc1ccc(F)cc1	.	4	0	.	.	0	-5
C[C@H](O)C#Cc1cnc2c(c1)C(=O)N([C@@H](C)CO)C[C@H](C)[C@@H](CN(C)CC1CCCCC1)O2	.	-14	2	-3[16.7 µM]	-4	1	-6
CC(C)NC(=O)N(C)C[C@H]1OCCCC[C@H](C)Oc2ccc(NC(=O)NC3CCCCC3)cc2C(=O)N([C@H](C)CO)C[C@@H]1C	-6&-2&2	-1&6	-2&-2&-3	-6	-11&6&2	-1&-3&-3	-7&-1
CCCNC(=O)N(C)C[C@H]1Oc2cc(C#C[C@H](C)O)ccc2S(=O)(=O)N([C@H](C)CO)C[C@H]1C	.	0	-7	11[16.7 µM]	-4	0	.
C=CCN1C(=O)C(Cc2ccc(OC)cc2)S/C1=N\N=C\c1cccs1 (stereo unspecified)	-1	-3	-2	.	-6	4	4
COCC#Cc1ccc2c(c1)O[C@H](CN(C)Cc1cccnc1)[C@H](C)CN([C@@H](C)CO)S2(=O)=O	-5	1	0	-1[16.7 µM]	-1	0	-6
COc1ccc(NC(=O)Nc2ccc3c(c2)CC(=O)N([C@H](C)CO)C[C@@H](C)[C@H](CN(C)CC2CCCCC2)O3)cc1	5	-96	27	-14[16.7 µM]	8	-3	2
Cc1cc2cc(CNC(=O)c3ccc(C)c([N+](=O)[O-])c3)ccc2[nH]1	3	-9	2	-2	-2	3	12
C[C@H]1CN([C@@H](C)CO)C(=O)c2cc(NS(=O)(=O)c3cccs3)ccc2O[C@@H]1CN(C)C(=O)Nc1ccc2c(c1)OCO2	-3	-30	0	-1[16.7 µM]	0	-2	0
Cc1cccc(C)c1OC(=O)C(c1ccccc1)c1ccccc1	2	.	.	.	-7	.	1
O=C(c1cc(=O)[nH]c2ccccc12)N1CCN(c2cccc(C(F)(F)F)c2)CC1	-2	.	.	.	0	.	10
O=C(Cc1ccccc1)c1ccc(N2CCOCC2)cc1	1	.	.	.	-1	.	-5
CCC(C)NC(=O)c1n[nH]c(=O)c2ccccc12 (stereo unspecified)	.	-5	-2	2	.	-2	-1
CCOC(=O)c1cc2c(=O)n3ccccc3nc2n(Cc2ccccc2)c1=N	4	0	-12	-4	2	2	-2
COC(=O)c1ccc(Oc2nc(N3CCCCC3)nc(N3CCOCC3)n2)cc1	.	5	-3	.	.	1	-10
COc1ccccc1-c1ccc2c(c1)O[C@H](CN(C)C(=O)Nc1cccc(F)c1)[C@@H](C)CN([C@@H](C)CO)S2(=O)=O	0	-69	-3	32[16.7 µM]	6	8	-1
O=C(Cc1ccccc1)N/N=C/c1ccc(-c2ccc([N+](=O)[O-])cc2)o1	.	2	-7	-3	.	1	-6
CCC(=O)Nc1ccc2c(c1)OC[C@@H](C)N(C(=O)CN1CCOCC1)C[C@@H](C)[C@@H](OC)CN(C)C2=O	0	-16	-1	13[16.7 µM]	0	-5	9
CC(C)(C)SCCNC(=O)CSCc1ccc([N+](=O)[O-])cc1	.	-3	-3	3	.	1	1
COc1ccc(CN2CCN(C(=O)C3CCN(C(=O)Nc4ccccc4)CC3)CC2)cc1OC	6	6	8	0	-4	5	1
C[C@@H]1CN([C@@H](C)CO)C(=O)c2cc(-c3ccccc3)cnc2O[C@H]1CN(C)C(=O)C1CCCCC1	-1	-10	0	-4[16.7 µM]	-2	2	-5

# Compounds from the list above with a CF3 group:
canonical_smiles	ERp5 block	Statin myotox sup	esBAF inh	miR-122 sensor	SIRT5 block	Cneo AK release	ARNT TACC3 PPI
C[C@H](CO)N1C[C@H](C)[C@@H](CN(C)C(=O)Nc2ccc(C(F)(F)F)cc2)OCCCC[C@H](C)Oc2ccc(NS(C)(=O)=O)cc2C1=O	-1	.	8	9[16.7 µM]	-1	1	1
O=C(c1cc(=O)[nH]c2ccccc12)N1CCN(c2cccc(C(F)(F)F)c2)CC1	-2	.	.	.	0	.	10

# A draw from above in order of length of the SMILES, largest number first.
canonical_smiles	ERp5 block	Statin myotox sup	esBAF inh	miR-122 sensor	SIRT5 block	Cneo AK release	ARNT TACC3 PPI
CC(C)NC(=O)N(C)C[C@H]1OCCCC[C@H](C)Oc2ccc(NC(=O)NC3CCCCC3)cc2C(=O)N([C@H](C)CO)C[C@@H]1C	-6&-2&2	-1&6	-2&-2&-3	-6	-11&6&2	-1&-3&-3	-7&-1
COc1ccccc1-c1ccc2c(c1)O[C@H](CN(C)C(=O)Nc1cccc(F)c1)[C@@H](C)CN([C@@H](C)CO)S2(=O)=O	0	-69	-3	32[16.7 µM]	6	8	-1
CCC(=O)Nc1ccc2c(c1)OC[C@@H](C)N(C(=O)CN1CCOCC1)C[C@@H](C)[C@@H](OC)CN(C)C2=O	0	-16	-1	13[16.7 µM]	0	-5	9
CCCNC(=O)N(C)C[C@H]1Oc2cc(C#C[C@H](C)O)ccc2S(=O)(=O)N([C@H](C)CO)C[C@H]1C	.	0	-7	11[16.7 µM]	-4	0	.
C[C@@H]1CN([C@@H](C)CO)C(=O)c2cc(-c3ccccc3)cnc2O[C@H]1CN(C)C(=O)C1CCCCC1	-1	-10	0	-4[16.7 µM]	-2	2	-5
O=C(c1cc(=O)[nH]c2ccccc12)N1CCN(c2cccc(C(F)(F)F)c2)CC1	-2	.	.	.	0	.	10
Cc1cc2cc(CNC(=O)c3ccc(C)c([N+](=O)[O-])c3)ccc2[nH]1	3	-9	2	-2	-2	3	12
COC(=O)c1ccc(Oc2nc(N3CCCCC3)nc(N3CCOCC3)n2)cc1	.	5	-3	.	.	1	-10
CC(C)(C)SCCNC(=O)CSCc1ccc([N+](=O)[O-])cc1	.	-3	-3	3	.	1	1
Cc1cccc(C)c1OC(=O)C(c1ccccc1)c1ccccc1	2	.	.	.	-7	.	1
CCC(C)NC(=O)c1n[nH]c(=O)c2ccccc12 (stereo unspecified)	.	-5	-2	2	.	-2	-1

# Next section:
canonical_smiles	ERp5 block	Statin myotox sup	esBAF inh	miR-122 sensor	SIRT5 block	Cneo AK release	ARNT TACC3 PPI
N#C[C@H]1[C@@H](c2ccc(-c3cccc(F)c3)cc2)[C@@H](CO)N1C(=O)c1cccnc1	1	8	-1	.	1	52	-20
CCOC(=O)C1=C(C)N(CCCC(=O)O)C(=O)NC1c1ccccc1 (stereo unspecified)	8	-9	-3	-3	3	0	-1
O=C(O)C1CCC(=O)N1Cc1ccccc1Cl (stereo unspecified)	.	1	2	-5	.	2	-3
C[C@@H]1CN([C@@H](C)CO)C(=O)Cc2cc(NS(=O)(=O)c3cccs3)ccc2O[C@H]1CN(C)CC1CC1	-4	-18	-5	-8[16.7 µM]	2	9	5
COCC#Cc1ccc2c(c1)O[C@@H](CN(C)C(=O)NC(C)C)[C@H](C)CN([C@@H](C)CO)S2(=O)=O	2	5	1	-12[16.7 µM]	2	14	1
CC[n+]1c(C)sc2cc(C)ccc21	4	.	2	.	-3	1	-11
CO[C@@H]1CN(C)C(=O)c2ccc(NC(=O)C3CC3)cc2OC[C@@H](C)N(Cc2ccccc2C(=O)O)C[C@H]1C	-3	12	-5	.	.	-4	-15
O=C(CN1CCN(c2ccccn2)CC1)Nc1ccccc1F	1	0	-2	.	0	0	3
O=C(COC(=O)/C=C/c1ccc(Cl)cc1)NCCc1ccccc1	4	.	.	-6	-1	0	0
COc1cc2nc(CN(C)Cc3ccc(SC)cc3)[nH]c(=O)c2cc1OC	2	12	-5	11	-2	-3	-1
CC(C)NC(=O)N(C)C[C@H]1Oc2ccc(NC(=O)c3ccncc3)cc2C(=O)N([C@H](C)CO)C[C@H]1C	13	-17	0	1[16.7 µM]	-4	-2	-10
COc1ccc(C2C(C(=O)c3cccs3)=C(O)C(=O)N2c2nnc(C)s2)cc1OC (stereo unspecified)	.	13	4	-6	.	1	2
O=C(Nc1nncs1)C12CC3CC(CC(C3)C1)C2	5	22	-1	-12	-2	5	-2
CCCCNc1cc(C)oc(=O)c1C(C)=O	2	-1	-3	1	1	-1	2
CN(Cc1cccc(Cl)c1Cl)CC(O)COc1ccccc1 (stereo unspecified)	-4	4	4	-4	-3	5	-8
COc1ccc(CNC(=O)C2CC(c3ccc(OC)cc3)=NO2)cc1 (stereo unspecified)	.	2	-4	-7	.	2	-10
CCN(C(=O)COC(=O)CSc1ccc(C(N)=O)cc1[N+](=O)[O-])C1CCCCC1	4	.	.	.	-3	3	-4
COc1ccc(S(=O)(=O)N(C)C[C@@H]2OCCCC[C@@H](C)Oc3ccc(NC(=O)C4CCCCC4)cc3C(=O)N([C@@H](C)CO)C[C@H]2C)cc1	-9	.	1	-11[16.7 µM]	3	0	6
CCCN(CCC)S(=O)(=O)c1ccc(C(=O)N2CCN(C)CC2)cc1	0	26	-5	-8	1	0	-1
O=S(=O)(c1ccc(OC(F)(F)F)cc1)N1CCCC(N2CCOCC2)C1 (stereo unspecified)	-3	23	-6	.	-11	-1	-8
